Bioassay records as filed in PubChem BioAssay.
TDP1 cell CPT: growth inhibition of DT40 Tdp1-/-;hTDP1 cells with camptothecin (screen for TDP1 inhibitors); Potency, µM (doses to about 46.2 µM), inactives show top-dose activity change, negative = growth inhibition, hits mostly inhibitors; chicken DT40 Tdp1-/-;hTDP1 cells + 20 nM CPT, ATP luminescence, 48 h; AID 686979; hit rate 12% among 420,000; further: nearly all actives have a fitted effect of over 55% in size
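Chicken DT40 Tdp1-/- cells complemented with human TDP1, 400 cells/well, exposed to compounds plus 20 nM camptothecin for at least 48 h at 37 C; viability read as ATP content by CellTiter-Glo luminescence.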
TDP1 cell noCPT: qHTS for Inhibitors of human tyrosyl-DNA phosphodiesterase 1 (TDP1): qHTS in cells in absence of CPT | AID 686978, 2013 | hit rate 15% among 420,000 | Potency, µM (doses to about 46.2 µM), for inactives: top-dose activity change, negative = growth inhibition, most hits filed as inhibitors | DT40 Tdp1-/- hTDP1 cells, no CPT, ATP luminescence, 48 h; further: nearly all actives have a fitted effect of over 55% in size
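Chicken DT40 Tdp1-/- cells complemented with human TDP1, screened without camptothecin (DMSO vehicle only), 400 cells/well. Compounds pin-transferred, cells incubated at 37 °C for at least 48 hr. Growth read as ATP-dependent luminescence (CellTiter-Glo, 30 min at RT).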
TDP1 block: TDP1 (human) enzyme inhibition; Q9NUW8; recombinant TDP1, AlphaScreen DNA substrate cleavage; Potency, µM (series often up to 130 µM), inactives show at the highest dose activity change, negative = inhibition, most hits filed as inhibitors; hit rate 0.28% among 350,000; AID 485290; further: nearly all actives have a fitted effect of over 40% in size
Target sequence (Q9NUW8 whole entry, looked up): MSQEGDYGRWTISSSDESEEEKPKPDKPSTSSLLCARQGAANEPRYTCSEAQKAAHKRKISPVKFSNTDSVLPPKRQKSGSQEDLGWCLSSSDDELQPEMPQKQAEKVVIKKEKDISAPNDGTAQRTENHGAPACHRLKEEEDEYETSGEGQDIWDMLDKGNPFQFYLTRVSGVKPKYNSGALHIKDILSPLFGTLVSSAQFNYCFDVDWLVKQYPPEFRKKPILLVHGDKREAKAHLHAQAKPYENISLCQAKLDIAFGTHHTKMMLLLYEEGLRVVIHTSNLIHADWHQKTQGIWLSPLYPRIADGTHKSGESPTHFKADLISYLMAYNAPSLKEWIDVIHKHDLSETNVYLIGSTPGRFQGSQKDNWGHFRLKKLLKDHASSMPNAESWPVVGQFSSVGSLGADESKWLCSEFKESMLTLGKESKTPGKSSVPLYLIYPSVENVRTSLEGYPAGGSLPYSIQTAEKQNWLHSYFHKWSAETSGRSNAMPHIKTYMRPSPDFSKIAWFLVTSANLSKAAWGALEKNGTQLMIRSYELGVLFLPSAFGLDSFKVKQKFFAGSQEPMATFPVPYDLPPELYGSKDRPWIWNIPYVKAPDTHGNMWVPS
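E. coli-derived human Tdp1, 1 nM final. Cpd preinc 15 min RT; substrate 15 nM final, 5 min RT; AS bead mix 10 ug/ml final, 10 min RT. Signal loss = tyrosine-FITC cleavage. No-enzyme wells = max signal.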
An asterisk follows results filed as active; ? = inconclusive; . = no result given; [ ] = another dose, or the depositor's remark. The call rests on the fitted dose curve; in most records, active means well fitted curve in the direction sought with a large enough effect; inconclusive means small, poorly fitted or top-dose-only effect, or another doubt; inactive means no such curve, though single readings can be large; an effect the other way counts as inactive or inconclusive. On the % scale 0 is the no-effect control and ±100 the full control effect; potency means the concentration at half of the fitted maximal effect.

Compound	TDP1 cell CPT	TDP1 cell noCPT	TDP1 block
CCOc1ccc(CCNC(=O)C2CCN(C(=O)N3CC(CC)Oc4ccc(C)cc43)CC2)cc1 (configuration not stated)	?	?	-3%
Cc1cc(=O)[nH]c(SCc2cc(Cl)ccc2OC(F)F)n1	?	-17%	1%
COC(=O)c1ccc(N2C(c3cc(OC)cc(OC)c3)=Cc3ccc(-c4ccc(C(N)=O)cc4)cc3C2CC(=O)C2CC2)cc1 (configuration not stated)	?	18µM*	.
CCN1CCN(C(=O)CCN2C(=O)c3ccccc3C2=O)CC1	8%	6%	3%
CCCCn1nnnc1-c1nc2ccccc2[nH]c1=O	-3%	-33%	.
FC(F)(F)c1cccc(N2CCN(Cc3cccnc3)CC2)c1	-22%	-17%	3%
CCCCOCCCNC(=O)/C=C/c1ccccc1Cl	-18%	?	.
CCC1CCC(N2CCN(c3ccc(F)cc3)CC2)CC1 (configuration not stated)	-23%	-29%	.
COc1ccccc1NS(=O)(=O)c1ccc(C(=O)N2CC(C)OC(C)C2)cc1 (configuration not stated)	?	-5%	-4%
COc1cccc(N=CC2=C(O)CCCC2=O)c1	-11%	-17%	2%
O=CN1CC(=O)N(c2ccccc2)c2c([nH]c3ccccc23)C1	-1%	?	2%
COC(=O)[C@]12CCCCC=C1N(Cc1ccccc1)C(=O)[C@H](CC(=O)NCc1ccccc1)C2	?	?	.
Cc1ccc(CNc2ncnc3c2c(-c2ccccc2)cn3-c2ccccc2)cc1	?	-88%	5%
C=COCCNC(=O)C(=O)NC(C)C	5%	5%	0%
O=C(Nc1ccc(Br)cc1Br)Nc1cccc2[nH]c([C@@H]3O[C@H](CO)[C@@H](O)[C@H](O)[C@H]3O)nc12	-12%	19%	.
CCOC(=O)N1CCN(C(=O)c2cnc(Nc3ccccc3OC)c3ccccc23)CC1	?	?	-4%
COC(=O)c1nc2cc(C)ccn2c1F	-10%	2%	0%
COc1ccccc1C(=O)N[C@@H]1c2ccccc2C2(CCN(Cc3nccs3)CC2)[C@H]1OC	-11%[9.04 µM]	-83%	.
CC(C)c1ccc(NC(=O)CCS(=O)(=O)c2ccc3c(c2)CC(=O)N3C)cc1	?	-15%	8%
COc1ccccc1NC(=S)NC1CCCC1	5%	48%[activator]	.
O=C(NCCS(=O)(=O)N1CCN(c2ccccc2F)CC1)c1cccc(Br)c1	-14%	19%	1%
COc1ccccc1C(=O)O/N=C(\N)c1ccccn1	-2%	-39%	6%
Cc1sc2ncnc(N3CCN(C(=O)c4ccco4)CC3)c2c1C	-19%	21µM*	6%
Cc1ccccc1-n1c(C)nnc1SCC(=O)N(C)C1CCS(=O)(=O)C1 (configuration not stated)	8%	1%	0%
CC(C)(C)N1C(=O)[C@H]2[C@@H](c3ccc(Br)cc3)N3C(=O)N(c4ccccc4)C(=O)[C@@]3(C)[C@H]2C1=O	-6%	-16%	.
O=C(Cn1nnc(-c2ccccc2F)n1)NCc1ccco1	10%	1%	-3%
CCOc1ccc(N2CC(C(=O)N3CCCC3)CC2=O)cc1 (configuration not stated)	-2%	-8%	6%
CCc1ccc(NC(=O)C(=O)NCCc2csc(-c3cccc(F)c3)n2)cc1	-3%	-3%	3%
CNC(=O)c1[nH]nc2c1CCc1ccccc1-2	-7%	-22%	.
CCN(c1ccc(OC)cc1)S(=O)(=O)N1CCCC(C(=O)NCc2cccc(C)c2)C1 (configuration not stated)	?	?	.

Part of the list above in a different format.
Values run as follows: TDP1 cell CPT, TDP1 cell noCPT, TDP1 block
- CCCCn1nnnc1-c1nc2ccccc2[nH]c1=O
    -3%, -33%, .
- FC(F)(F)c1cccc(N2CCN(Cc3cccnc3)CC2)c1
    -22%, -17%, 3%
- CCCCOCCCNC(=O)/C=C/c1ccccc1Cl
    -18%, ?, .
- CCC1CCC(N2CCN(c3ccc(F)cc3)CC2)CC1 (configuration not stated)
    -23%, -29%, .
- COc1ccccc1NS(=O)(=O)c1ccc(C(=O)N2CC(C)OC(C)C2)cc1 (configuration not stated)
    ?, -5%, -4%
- COc1cccc(N=CC2=C(O)CCCC2=O)c1
    -11%, -17%, 2%
- O=CN1CC(=O)N(c2ccccc2)c2c([nH]c3ccccc23)C1
    -1%, ?, 2%

Following part.
Compound	TDP1 cell CPT	TDP1 cell noCPT	TDP1 block
COc1ccc(CC(=O)N2CCc3cc(OC)c(OC)cc3C2COc2ccc3c(C)cc(=O)oc3c2)cc1OC (configuration not stated)	2%	-3%	3%
C=CC(=O)NCCCc1cc(C(C)(C)C)c(O)c(C(C)(C)C)c1	?	?	3%
Cc1cc(C)n(C(C[N+](=O)[O-])c2ccc(Cl)cc2)n1 (configuration not stated)	2.3µM*	2.3µM*	5%
Cc1noc(C)c1C(=O)Nc1nnc(-c2ccccc2)s1	-13%	-12%	7%
CN(C)c1ccc(/C=N/N(CCO)C2=NS(=O)(=O)c3ccccc32)cc1	18%	-8%	.
Cc1ccc(CCN2CC(C(=O)NCCCN3CCOCC3)CC2=O)cc1 (configuration not stated)	-20%	-4%	2%
Cc1ccc(C(=O)Nc2cc3ccccc3oc2=O)cc1	2.1µM*	3.7µM*	5%
O=C(CCN=C1NS(=O)(=O)c2ccccc21)OCc1c(F)c(F)c(F)c(F)c1F	14%	0%	0%
CC12CC(O)C3C(CCC4=CC(=O)CCC43C)C1CCC2=CCO (configuration not stated)	?	?	.
O=C(O)c1ccc(CNC(=O)c2ccc(S(=O)(=O)N3CCCC3)cc2)cc1	3%	-3%	.
O=C(Nn1cnc2ccccc2c1=O)c1cccc(Cl)c1	-2%	-17%	-4%
Oc1c(C(Nc2ccccn2)c2ccccc2)ccc2cccnc12 (configuration not stated)	?	?	.
CC(=O)N1CCC(C(=O)N2c3ccccc3N=C(c3ccc(C(F)(F)F)cc3)C2C(=O)NC2CCCC2)CC1 (configuration not stated)	?	?	.
COC(=O)c1ccccc1NC(=O)c1onc(C)c1Cl	6%	4%	.
Cc1ccc(CCNC(=O)c2ccc3nc4ccc(Cl)cc4c(=O)n3c2)cc1	?	-25%	.
CCOC(=O)CSc1nsc(SCC(=O)OCC)c1C#N	-10%	-10%	-2%
C=CCN1C(=O)/C(=C2/Sc3ccccc3N2C)SC1=Nc1ccccc1C	?	?	2%
CCCNC(=O)c1onc(CSc2ccc(Cl)cc2)c1C(=O)NC(C)C	?	-13%	-10%
CCSc1nnc(NC(=O)C(CC)Oc2ccccc2)s1 (configuration not stated)	-11%	-5%	2%
Cc1cccc(N2C(=NC(=O)c3ccccc3)SC3CS(=O)(=O)CC32)c1 (configuration not stated)	-12%	2%	-3%
CCc1nnc(NC(=O)CSc2nnnn2C)s1	-1%	-5%	3%
Cc1ccc(S(=O)(=O)N2C[C@H]3C(=O)C[C@@H](c4ccccc4)N(S(=O)(=O)c4ccc(C)cc4)[C@H]3C[C@H]2c2ccccc2)cc1	7%	-6%	.
CCCC(=O)C1=C(O)C(C(=O)OC)C(C)(C)CC1=Nc1ccc(Br)cc1 (configuration not stated)	?	23µM*	-5%
Clc1ccc(OCCCc2nc(-c3cccnc3)no2)c(Cl)c1	-28%	?	-1%
O=C(COc1ccccc1Cl)Nc1ccc(N2CCCC2)cc1	-5%	-10%	7%
C[C@H](NC(=O)N1CCn2c1nc1ccccc12)C(=O)NC1CCCCC1	-20%	15%	1%
O=C1C(C=Nc2ccccc2O)=C(O)c2ccccc21	3.3µM*	1.3µM*	1%
Cc1cc(C)cc(NC(N)=S)c1	?	-13%	5%
COc1cccc(-c2nn(-c3ccccc3)cc2CN(C)C(C)c2ccon2)c1 (configuration not stated)	?	?	-10%
CCOc1ccccc1NC(=O)c1ccc(C(=O)Nc2ccccc2OCC)cc1	-11%	-12%	-2%[12.3 µM]
C/C(=N\N1CCN(c2ccccc2)CC1)c1ccco1	-4%	?	1%
CCOC(=O)c1c(NC(=O)C(C)N2CCN(S(=O)(=O)c3cccs3)CC2)sc2c1CCC(C)C2 (configuration not stated)	8.2µM*	5.8µM*	-3%
CCOC(=O)c1csc(COc2ccc(OC)cc2)n1	5%	-22%	.
O=C(Cn1ncn2c(cc3cc(F)ccc32)c1=O)NC1CCCCC1	0%	0%	3%
Cn1cc(-c2nc3cnc(Oc4ccccc4)nc3n(C)c2=O)c2ccccc21	3%	6%	.
Cc1cccc(NC(=O)CSc2nnnn2C2CCCC2)c1	-3%	-6%	6%[0.0935 µM]
O=C(CC(=O)NC1CCCCC1)N/N=C/c1ccc(Cl)cc1	-7%	-7%	1%
Cc1c(CCOC(=O)CC23CC4CC(CC(C)(C4)C2)C3)sc[n+]1Cc1ccc([N+](=O)[O-])cc1	18µM*	18µM*	5%
CCn1c(=O)c(C(=O)Nc2ccccc2)c(O)c2ccccc21	?	?	.
Cc1ccnc(NC(=O)CN2C(=O)c3ccccc3S2(=O)=O)c1	11%	-1%	.
Cc1ccc(S(=O)(=O)N2CCN(C(=O)CN3C(=O)NC(C)(c4ccc(Cl)cc4)C3=O)CC2)c(C)c1 (configuration not stated)	23µM*	?	-3%
CC1CCC(NC(=O)c2cccc(S(=O)(=O)N3CCN(C)CC3)c2)CC1 (configuration not stated)	-3%	-12%	3%
O=C(CCSc1ccccc1)N1CCN(C(=O)c2ccco2)CC1	-10%	-15%	-5%
CCCc1cc(=O)[nH]c(SCC(=O)Nc2ccc(S(=O)(=O)N3CCCC3)cc2)n1	8%	-2%	1%
C(=C\c1ccccc1)/CN1CCN(C(c2nnnn2Cc2ccccc2)C2CC2)CC1 (configuration not stated)	16µM*	16µM*	.
Cc1ccc(C)c(NC(=O)CN(C)S(=O)(=O)c2cccc3nsnc23)c1	-29%	?	0%

Some of the entries so far, as labelled records:
> COc1cccc(-c2nn(-c3ccccc3)cc2CN(C)C(C)c2ccon2)c1 (configuration not stated)
- TDP1 cell CPT: ?
- TDP1 cell noCPT: ?
- TDP1 block: -10%

> CCOc1ccccc1NC(=O)c1ccc(C(=O)Nc2ccccc2OCC)cc1
- TDP1 cell CPT: -11%
- TDP1 cell noCPT: -12%
- TDP1 block: -2%[12.3 µM]

Outcome played no part in choosing rows, and some 18% of all compounds hit somewhere here.
